# CHT PAM – human CHT allosteric activation; CHT-expressing cells, membrane potential dye, choline EC20; hits give high values; LV-AA mutant CHT in HEK293 cells; 310,000 tested, 0.49% active; AID 488977; Q9GZV3; B-score at 10 µM;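 active = initial fluorescence not abnormally high and integrated response B-score, plate-corrected, over 3 SD above library mean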
# Target sequence (Q9GZV3 whole entry, looked up): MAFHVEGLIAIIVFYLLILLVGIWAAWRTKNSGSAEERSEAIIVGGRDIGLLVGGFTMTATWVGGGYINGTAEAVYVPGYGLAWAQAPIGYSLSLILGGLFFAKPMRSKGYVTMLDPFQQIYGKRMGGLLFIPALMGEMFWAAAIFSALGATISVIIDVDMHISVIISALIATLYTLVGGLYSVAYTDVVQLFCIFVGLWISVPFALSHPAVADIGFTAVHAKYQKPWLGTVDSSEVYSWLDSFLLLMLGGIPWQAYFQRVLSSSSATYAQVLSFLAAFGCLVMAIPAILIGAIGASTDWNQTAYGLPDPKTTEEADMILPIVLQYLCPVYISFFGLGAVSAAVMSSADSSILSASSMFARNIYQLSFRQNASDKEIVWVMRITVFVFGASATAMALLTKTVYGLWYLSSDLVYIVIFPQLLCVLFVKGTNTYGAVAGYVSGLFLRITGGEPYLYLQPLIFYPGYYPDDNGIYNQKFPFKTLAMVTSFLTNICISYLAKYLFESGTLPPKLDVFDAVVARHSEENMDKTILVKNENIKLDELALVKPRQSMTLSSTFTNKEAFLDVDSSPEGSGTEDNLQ
# OX1R antag – blocks the human orexin 1 receptor. AID 434989. inhibition, % at 5 µM. CHO/OX1R cells, Fluo-8 calcium fluorescence, orexin A. 330,000 tested, 0.43% active. O43613;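 active = inhibition above its plate's threshold, mean inhibition of all tested compounds on the plate plus 3 SD, cut at about 37% in these data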;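 also: 0% = orexin A challenge wells and 100% = SB-334867-A antagonist wells; not every result past the cut was called active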
# Target sequence (O43613 whole entry, looked up): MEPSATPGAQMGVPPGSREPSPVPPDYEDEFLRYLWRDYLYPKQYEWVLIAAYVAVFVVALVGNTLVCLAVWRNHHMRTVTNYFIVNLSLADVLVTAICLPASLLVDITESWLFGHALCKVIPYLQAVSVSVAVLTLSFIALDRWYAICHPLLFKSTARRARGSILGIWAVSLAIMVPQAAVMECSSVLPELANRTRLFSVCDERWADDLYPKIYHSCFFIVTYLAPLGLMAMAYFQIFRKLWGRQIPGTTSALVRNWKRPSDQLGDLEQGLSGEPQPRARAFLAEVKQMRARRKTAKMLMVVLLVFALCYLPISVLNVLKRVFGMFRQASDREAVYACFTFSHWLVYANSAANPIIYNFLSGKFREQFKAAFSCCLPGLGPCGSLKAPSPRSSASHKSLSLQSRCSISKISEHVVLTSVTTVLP
# * marks the source's active call; other numbers are inactive results; i = inactive; . = not tested or not shown.
SMILES,CHT PAM,OX1R antag
CCOC(=O)c1cnn(CCOC(=O)c2cccc(F)c2)c1NC(=O)c1cccc(F)c1,i,-27.8
COC(=O)CCN(C(=O)c1ccc(Cl)c([N+](=O)[O-])c1)c1ccccn1,i,-21.0
CC(OC(=O)CCCc1nc2ccccc2s1)C(=O)NC(N)=O (stereo not drawn),i,1.3
O=C(CCc1nnc(COc2ccccc2)o1)NCCc1cccs1,i,-4.3
O=C(COc1ccc(F)cc1F)Nc1cccnc1,i,-3.9
COc1ccc(/C=C/C(=O)NNC(=O)c2ccncc2)c(OC)c1,.,-9.0
O=C(c1ccc(Cl)nc1)N1CCC(Cc2ccccc2)CC1,i,-5.3
COc1ccc(CNC(=O)CSc2nc3c(oc4ccccc43)c(=O)n2CC2CCCO2)cc1 (stereo not drawn),i,-30.1
CC1=C(C(=O)Nc2ccccc2)C(c2cccs2)NC(=O)N1 (stereo not drawn),i,-14.8
CCn1c(C)nc2cc(C(=O)N/N=C/c3ccccc3C)ccc21,i,-20.7
COc1ccc(S(=O)(=O)N2CCNCC2)cc1OC,i,-17.6
Cc1ccc(CSc2ncnc3c2cnn3-c2ccccc2)cc1,i,-29.8
CCOc1cc(C(=O)OCC(=O)c2c(C)[nH]c3ccccc23)ccc1OCC(=O)N1CCOCC1,i,-13.2
CN(C)S(=O)(=O)N1CCN(c2ccnc3cc(Cl)ccc23)CC1,i,-9.0
CC(=O)c1ccccc1Oc1ncnc(N)c1[N+](=O)[O-],i,-2.5
Nc1nnnn1CC(=O)N/N=C/C=C/c1ccccc1,i,-15.4
CCc1[nH]nc(C(=O)NC2CCCc3c2cnn3-c2cc(C)cc(C)c2)c1C (stereo not drawn),i,-19.8
O=C(NN=C1C2CC3CC(C2)CC1C3)c1cccc(S(=O)(=O)N2CCOCC2)c1,i,-6.7
c1ccc(N2CCOCCOCCOCCOCC2)cc1,i,-9.3
COC(=O)c1[nH]c2ccccc2c1NC(=O)CCN1CCSCC1,i,-14.9
CC(=N/O)/C(C)=N\NC(=O)c1ccccn1,i,-3.3
O=C(c1ccc(Cl)nc1)c1cccs1,i,-16.0
Cc1c(C)c2ccc(OCC(=O)N3CC[C@@]4(O)CCCC[C@H]4C3)c(C)c2oc1=O,i,-31.8
O=C(CSc1ccc(Cl)cc1)NCc1ccncc1,i,2.9
Cn1c(=O)c2c(ncn2CC(=O)N2CCc3ccccc3C2)n(C)c1=O,i,-9.2
Cc1ccc(NC(=O)COC(=O)/C=C/c2c(C)nn(-c3ccc(F)cc3)c2Cl)cc1F,i,-21.0
COc1cccc(C(=O)NCCN2CCN(c3ccc(Cl)cc3)CC2)c1,i,-13.6
COC(=O)Nc1ccc(S(=O)(=O)N2CCCC(C(=O)NC3CCCCC3)C2)cc1 (stereo not drawn),i,-15.7
O=C(c1cc2nc(-c3ccco3)cc(C(F)(F)F)n2n1)N1CCc2ccccc2C1,i,-32.6
CCOC(=O)c1ccc(NC(=O)CC2SC(=NC)N(C)C2=O)cc1 (stereo not drawn),i,-5.9
COc1ccc(-c2nc(SC(CC(=O)NCCN3CCOCC3)c3cccs3)n[nH]2)cc1 (stereo not drawn),i,-9.9
CCOc1ccc(NC(=O)CN(C)C(=O)C(C)N2C(=O)c3ccccc3C2=O)cc1OCC (stereo not drawn),.,-4.5
O=C(Nc1nccs1)c1c(O)c2c([nH]c1=O)CCCC2,i,7.6
O=C(CSc1nc(Cc2ccccc2)nc2ccccc12)c1ccc2c(c1)OCCO2,i,-21.7
COc1ccc(-n2nnnc2SCC(=O)c2ccc3c(c2)OCCO3)c(OC)c1,i,-24.1
COc1ccc(CNC(=O)COC(=O)c2ccc(S(=O)(=O)NCc3ccco3)cc2)cc1,.,7.6
COC(=O)C1C(c2ccc(OC)cc2)Nc2nnc(C(F)(F)F)n2C1(C)O (stereo not drawn),i,-14.9
Cc1cc(O)c(C)c(O)c1/C=N/NC(=O)c1cccnc1,i,-4.6
COc1ccccc1NC(=O)c1cc(N2C(=O)C3C4CCC(C4)C3C2=O)ccc1Cl (stereo not drawn),i,-20.7
COc1ccc(CCNC(=O)c2ccccc2C(=O)NCCc2ccc(OC)cc2)cc1,i,-42.1
CCOn1c(=O)c(-c2cc3ccccc3o2)[n+]([O-])c2ccccc21,i,-19.0
Cc1csc2c(SCC(=O)NNC(=O)C(Cl)Cl)ncnc12,i,-27.4
O/N=C1/CC/C(=N\O)c2nn(-c3ccccc3)nc21,i,-5.3
CCC1CN(C(=O)NCc2ccc(F)cc2)c2cc(C)ccc2O1 (stereo not drawn),i,.
Cc1ccc(S(=O)(=O)c2nc(C(C)(C)C)oc2N2CCOCC2)cc1,i,4.2
Cc1ccc(S(=O)(=O)NC(=NC(Cc2ccccc2)C(=O)O)c2ccccc2)cc1 (stereo not drawn),i,-16.5
COc1ccc2nc(NC3=NC(C(=O)Nc4ccc(C)cc4)CC(=O)N3)nc(C)c2c1 (stereo not drawn),i,-6.4
COc1ccc(C2(CNS(=O)(=O)c3ccccc3)CCOCC2)cc1,i,-15.7
CC(C)NC(=O)C1CCCN(S(C)(=O)=O)C1 (stereo not drawn),i,-1.8
O=C(CSc1oc(-c2ccc(F)cc2)nc1S(=O)(=O)c1ccc(F)cc1)NCC1CCCO1 (stereo not drawn),i,-29.4
Cc1ccc2c(CC(=O)Nc3cccc(S(=O)(=O)N4CCOCC4)c3)coc2c1,i,-6.1
Cc1cc2oc(=O)cc(C)c2cc1NC(=O)CCC(=O)O,i,-17.4
N/C(Cc1ccc([N+](=O)[O-])cc1)=N\OC(=O)c1ccccc1Br,i,-13.2
Cc1c(Cl)cccc1NC(=S)NCC(c1cccnc1)N(C)C (stereo not drawn),i,-21.4
NC(=S)Nc1ncc(CCN2CCOCC2)c(-c2ccc(F)cc2)n1,i,-9.1
C[C@@H]1CN([C@H](C)CO)C(=O)c2cc(NC(=O)c3ccncc3)ccc2O[C@@H]1CN(C)C(=O)Nc1ccccc1,.,3.6
Cc1cc(C)c(NC(=O)c2c[nH]c(=S)n2-c2ccc(F)cc2)c(C)c1,i,-14.2
CC(C)CCC(CCNCc1ccccn1)c1ccc2c(c1)OCO2 (stereo not drawn),i,-24.6
O=C(CNC(=O)c1ccc(Br)o1)NC1CCCCC1,i,1.8
CC1CCCCC12NC(=O)N(CC(=O)NCc1ccco1)C2=O (stereo not drawn),.,-23.2
# (more compounds)
SMILES,CHT PAM,OX1R antag
Cc1cccc(-n2ncc3c2CCCC3NC(=O)CCN2Cc3ccccc3C2=O)c1C (stereo not drawn),i,-15.1
Cc1cc(C)n(-c2ccc(C(=O)Nc3ccccn3)cc2)n1,i,-10.4
CCOC(=O)N1CCN(C(=O)Cn2ncc3ccccc32)CC1,i,-5.8
COc1ccc(/C=C/C(=O)NC(=S)N2CCCCC2)cc1OC,i,7.5
Cc1ccc(/C=N/n2c(C)nnc2C)cc1,i,2.5
CC1(C)Cc2c(c(-c3ccccc3)nc(N3CCOCC3)c2C(N)=O)CO1,i,-12.9
Cc1nonc1NC(=O)c1ccccc1Br,i,8.7
CS(=O)(=O)C1=NSC2=NC(=O)/C(=C\c3ccc(OC(=O)c4ccco4)cc3)C(=N)N21,i,9.6
CCOC(=O)c1cc(-c2ccc(OC)cc2)n(CCC(=O)NC2CCN(Cc3ccccc3)CC2)c1C,i,-29.3
O=c1c2ccccc2nc2n1C(CSc1ccc(Br)cc1)CN2 (stereo not drawn),i,-2.4
CC1CC(=O)N(CC(=O)Nc2cccc(F)c2)c2ccccc2S1(=O)=O (stereo not drawn),i,-1.5
COc1ccc(C(=O)/C=C/c2cccs2)c(OC(=O)N2CCOCC2)c1,i,-5.6
O=C(COC(=O)C1COc2ccccc2O1)NC(=O)NC1CCCC1 (stereo not drawn),i,0.9
CCOC(=O)NC1=NCC(C)S1 (stereo not drawn),i,-13.1
COc1ccc(-c2nn(-c3ccccc3)cc2/C=N/Nc2ccccn2)cc1,i,-32.7

# Ordered by length of the SMILES (ascending): some entries from above.
SMILES,CHT PAM,OX1R antag
CCOC(=O)NC1=NCC(C)S1 (stereo not drawn),i,-13.1
O=C(CCc1nnc(COc2ccccc2)o1)NCCc1cccs1,i,-4.3
Cc1csc2c(SCC(=O)NNC(=O)C(Cl)Cl)ncnc12,i,-27.4
CC1CCCCC12NC(=O)N(CC(=O)NCc1ccco1)C2=O (stereo not drawn),.,-23.2
COC(=O)c1[nH]c2ccccc2c1NC(=O)CCN1CCSCC1,i,-14.9
NC(=S)Nc1ncc(CCN2CCOCC2)c(-c2ccc(F)cc2)n1,i,-9.1
CN(C)S(=O)(=O)N1CCN(c2ccnc3cc(Cl)ccc23)CC1,i,-9.0
CCOn1c(=O)c(-c2cc3ccccc3o2)[n+]([O-])c2ccccc21,i,-19.0
N/C(Cc1ccc([N+](=O)[O-])cc1)=N\OC(=O)c1ccccc1Br,i,-13.2
COc1ccc(CCNC(=O)c2ccccc2C(=O)NCCc2ccc(OC)cc2)cc1,i,-42.1
Cc1ccc(S(=O)(=O)NC(=NC(Cc2ccccc2)C(=O)O)c2ccccc2)cc1 (stereo not drawn),i,-16.5
O=C(NN=C1C2CC3CC(C2)CC1C3)c1cccc(S(=O)(=O)N2CCOCC2)c1,i,-6.7
COc1ccc(CNC(=O)COC(=O)c2ccc(S(=O)(=O)NCc3ccco3)cc2)cc1,.,7.6
CS(=O)(=O)C1=NSC2=NC(=O)/C(=C\c3ccc(OC(=O)c4ccco4)cc3)C(=N)N21,i,9.6

# Following part
SMILES,CHT PAM,OX1R antag
O=[N+]([O-])c1ccccc1S(=O)(=O)Nc1ccc(S(=O)(=O)Nc2nccs2)cc1,i,-4.8
C#CCNC(=O)C1=C[C@@H](c2ccc3c(c2)OCO3)C[C@@H](OCCCCO)O1,i,-8.1
CCOC(=O)N1CCN(C(=O)CN2C(=O)NC(c3ccccc3)(c3ccccc3)C2=O)CC1,i,-12.3
CCN(Cc1ccccc1)S(=O)(=O)c1ccc(C(=O)N(CCCN(C)C)c2nc3cc(OC)ccc3s2)cc1,i,-31.6
COC(=O)c1ccccc1NC(=O)c1cnn2c(C(F)F)cc(C3CC3)nc12,i,-24.2
COc1ccc(NC(=O)N2CCCC2C(=O)NC2CCCC2)cc1 (stereo not drawn),i,-13.8
Cn1c(=O)oc2cc(S(=O)(=O)NCCC(=O)N3CC=C(c4ccccc4)CC3)ccc21,i,-21.6
Cc1cc(C)cc(C(=O)N[C@@H](C)C(=O)N2CCC3(CC2)NCCc2[nH]cnc23)c1,i,10.5
CC(C)C1NC2(C(=O)c3ccccc3C2=O)C2C(=O)N(c3ccc(F)cc3)C(=O)C12 (stereo not drawn),i,-33.8
Cc1cc(C)cc(N(CC(=O)NC2CCCC2)C(=O)c2csnn2)c1,i,-14.5
COc1ccc2c(ccc[n+]2CC(=O)c2ccccc2)c1,i,.
O=S(=O)(Nc1ccc(N2CCCCC2)cc1)c1ccc(F)cc1F,i,-19.8
COc1ccc(-c2nnc(-c3ccc(N(C)C)cc3)o2)cc1,i,-7.1
Cn1ncc(Cl)c1C(=O)N1CCCc2ccccc21,i,-22.2
Cc1c(S(=O)(=O)N2CCN(c3cccc(Cl)c3)CC2)c(=O)n(C)c(=O)n1C,i,-7.3
CCCCn1nnc(NC(=O)COc2cc(C)ccc2C(C)C)n1,i,-29.4
O=C(NC(=S)NC12CC3CC(CC(C3)C1)C2)c1ccc(F)cc1,.,-1.9
COc1ccc(-c2cn[nH]c2-c2ccc(OC)cc2)cc1,i,-23.4
O=C(CSc1nc2ccccc2s1)Nc1ccc(Cl)c(S(=O)(=O)N2CCOCC2)c1,i,-5.6
Cc1ccccc1NC(=O)C(C)N1C(=O)c2ccccc2C1=O (stereo not drawn),i,-10.5
Cc1c(N(C)S(=O)(=O)c2cc(C(=O)Nc3ccccn3)ccc2Cl)c(=O)n(-c2ccccc2)n1C,i,-23.3
CCN1C(=O)C(CC(=O)NC2CCCCC2)N(CC)C1=O (stereo not drawn),i,-16.7
O=C(O)c1cc(-c2ccc(-c3c(-c4ccc5c(c4)OCO5)noc3-c3ccsc3)cc2)nc2ccccc12,i,-20.9
CC(C)(C)C(=O)NC(=S)Nc1ccccc1N1CCCC1,i,-36.3
c1ccc(CN2CCN(c3ncnc4c3[nH]c3ccccc34)CC2)cc1,i,2.8
O=C(NCc1cccnc1)c1cccc(S(=O)(=O)NCc2ccccc2)c1,i,-4.4
Cc1cccc(NC(=O)NCCc2c[nH]c3ccccc23)c1,i,-3.2
CCN(c1ccc(OC)cc1)S(=O)(=O)c1nnc(NC(=O)COc2ccccc2)s1,i,-10.9
O=C(O)C1CC(O)CN1C(=S)Nc1ccccc1 (stereo not drawn),i,-4.2
CCOc1c(CNCc2ccc(C(=O)O)cc2)cccc1OC,i,-8.9
Cc1ccnc(NC(=O)CN(C)S(=O)(=O)c2cccc3nsnc23)c1,i,-6.9
Cc1ccc(/C(N)=N/OC(=O)CCC2CCCC2)cc1,i,7.3
Cc1nn(C)c(Cl)c1CN1CCCC(CCC(=O)NCc2ccccc2F)C1 (stereo not drawn),i,-18.8
CC1Cn2c(COc3ccccc3)nnc2S1 (stereo not drawn),i,-16.0
Cc1cccc2cc(CN(C(=S)NCC(C)C)C3CCCC3)c(=O)[nH]c12,i,-64.1
COC(=O)c1ccc(CSc2ccc(S(=O)(=O)N3CCCCC3)cn2)cc1,.,-9.2
Cc1ccc(NC(=O)c2ccc3[nH]c(=O)c(=O)[nH]c3c2)nc1,i,-15.4
O=C(CSc1ncccn1)NC1CCS(=O)(=O)C1 (stereo not drawn),i,7.0
CC(=O)Nc1ccc(NS(=O)(=O)C(F)(F)F)cc1,i,-10.7
COc1ccccc1N1CCN(C(CNC(=O)c2ccco2)c2cccnc2)CC1 (stereo not drawn),i,-41.1
O=C(COc1ccc(Br)cc1F)N1CCN(c2ncccn2)CC1,i,-11.7

# Bioassay records deposited in PubChem BioAssay by several laboratories.

# Outcome played no part in choosing rows; any-hit rate near 0.83%.
